Screens (PubChem)
NCOA1 inh: SRC1 coactivator transcriptional activity inhibitors, primary screen, cell-based, luminescence. inhibition, % at 3.6 µM. 0.12% of 360,000 active. HEK293 GAL4-SRC1 luciferase reporter. Nuclear receptor coactivator 1 (Homo sapiens), Q15788;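 active = inhibition above the campaign mean plus 3 SD, with each screening campaign given its own cutoff, cut at about 60% in these data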;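 also: 0% = DMSO treated cells and 100% = gossypol at 36 µM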
NR5A2 inv ag: LRH-1 (NR5A2) inverse agonists, primary screen, cell-based, luminescence, HEK293T, StAR-luciferase reporter; LRH-1 transfected, 24 h; AID 602396, 2012; inhibition, % at 3.6 µM; 0.13% of 360,000 active;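 active = inhibition above the mean inhibition of all tested compounds plus 3 SD, cut at about 73% in these data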;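 also: 0% = DMSO wells and 100% = reporter-only cells lacking LRH-1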
Target sequence (O00482 whole entry, looked up): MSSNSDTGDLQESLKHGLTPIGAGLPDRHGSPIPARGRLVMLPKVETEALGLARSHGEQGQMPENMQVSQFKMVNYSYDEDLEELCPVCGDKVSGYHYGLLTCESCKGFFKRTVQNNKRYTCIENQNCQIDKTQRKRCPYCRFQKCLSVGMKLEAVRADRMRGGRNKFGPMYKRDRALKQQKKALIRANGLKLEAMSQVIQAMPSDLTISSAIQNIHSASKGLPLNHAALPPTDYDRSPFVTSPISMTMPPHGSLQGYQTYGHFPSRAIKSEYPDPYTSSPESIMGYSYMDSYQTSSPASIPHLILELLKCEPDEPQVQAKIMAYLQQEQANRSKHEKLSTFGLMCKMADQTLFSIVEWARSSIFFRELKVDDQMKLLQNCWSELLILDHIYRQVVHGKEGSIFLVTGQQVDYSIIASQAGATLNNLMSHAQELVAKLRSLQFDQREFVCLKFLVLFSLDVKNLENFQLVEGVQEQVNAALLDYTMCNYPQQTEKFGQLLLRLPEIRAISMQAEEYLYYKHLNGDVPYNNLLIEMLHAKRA
MC4R barr agon: MC4R agonists recruiting beta-arrestin, primary screen, cell-based, luminescence, agonist arm of biased-ligand search. Melanocortin receptor 4 (Homo sapiens), P32245. U2OS MC4R beta-arrestin complementation; percent of melanotan II response, DMSO zero. activation, % at 8.9 µM. 0.98% of 360,000 active;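 active = activation above a per-plate cutoff, the mean activation of sample wells on that plate plus 3 SD, cut at about 8% in these data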
ABHD5 PLIN5 PPI: ABHD5-PLIN5 interaction inhibitors, primary screen, cell lysate, split luciferase complementation, luminescence; 0.78% of 360,000 active; Split G. princeps luciferase complementation, 4 h; inhibition, % at 4 µM; Perilipin-5 (Homo sapiens) + 1-acylglycerol-3-phosphate O-acyltransferase ABHD5 (Homo …;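 active = inhibition above the mean inhibition across every tested compound plus 3 SD, cut at about 22% in these data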;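 also: 0% = DMSO only wells and the 100% control is not disclosed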
SRC3 inh: SRC3 coactivator transcriptional activity inhibitors, primary screen, cell-based, luminescence; HEK293 GAL4-SRC3 luciferase reporter; inhibition, % at 3.6 µM; AID 588352, 2011; Nuclear receptor coactivator 3 (Homo sapiens), Q9Y6Q9; 0.17% of 360,000 active;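 active = inhibition above a per-campaign cutoff, the mean of all compounds plus 3 SD, cut at about 60% in these data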;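 also: 0% = DMSO-treated cells and 100% = gossypol-treated cells at 36 µM; higher means less SRC3-driven luciferase light from the GAL4 reporter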
NOD2 RIPK2 PPI: NOD2-RIPK2 binding disruptors in cells, primary screen, fluorescence, CHO cells, BLA complementation; CCF4 ratio; inhibition, % at 4.98 µM; 0.38% of 360,000 active; AID 624267, 2012; in the data active = inhibition above about 21%;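 also: 0% = vehicle only and 100% = reference blocker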
TLR9-MyD88 block: inhibitors of TLR9-MyD88 association in cells, primary screen, cell-based, CHO, BLA complementation, fluorescence | 0.21% of 340,000 active | CCF4 FRET ratio | inhibition, % at 4.98 µM | Toll-like receptor 9 (Homo sapiens) + Myeloid differentiation primary response protein …;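 active = inhibition above the mean over all tested compounds plus 3 SD, cut at about 21% in these data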;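 also: 0% = DMSO only wells and 100% = clavulanate BLA inhibitor control wells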
NR2F2 inh: NR2F2 transcriptional activity inhibitors, primary screen, cell-based, luciferase reporter, HEK293T, luminescence | COUP transcription factor 2 (Homo sapiens), P24468 | HEK293T NGFI-A luciferase reporter | inhibition, % at 8.6 µM | 0.7% of 370,000 active;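 active = inhibition above a per-plate cutoff, mean inhibition of test wells between control levels plus 3 SD, cut at about 38% in these data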;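 also: cells cotransfected with COUP-TFII expression vector driving the NGFI-A reporter; 0% = median of COUP-TF2 test wells and 100% = reporter-only cells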
Target sequence (P24468 whole entry, looked up): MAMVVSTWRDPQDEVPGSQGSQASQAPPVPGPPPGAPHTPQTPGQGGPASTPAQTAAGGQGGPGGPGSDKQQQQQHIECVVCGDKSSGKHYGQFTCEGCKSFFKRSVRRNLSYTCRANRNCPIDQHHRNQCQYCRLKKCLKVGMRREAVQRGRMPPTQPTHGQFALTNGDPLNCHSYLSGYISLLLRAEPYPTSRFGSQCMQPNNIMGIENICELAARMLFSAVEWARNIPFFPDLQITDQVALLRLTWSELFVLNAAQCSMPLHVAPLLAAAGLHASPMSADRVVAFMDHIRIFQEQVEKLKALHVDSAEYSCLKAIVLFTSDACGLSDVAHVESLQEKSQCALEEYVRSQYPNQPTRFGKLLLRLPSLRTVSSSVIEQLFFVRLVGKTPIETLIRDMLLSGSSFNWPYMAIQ
SRC2 inh: inhibition of GAL4-SRC2 driven luciferase reporter, primary screen, SRC2 inhibitor project, cell-based, luminescence; Nuclear receptor coactivator 2 (Homo sapiens), Q15596; HEK293 GAL4-SRC2 luciferase reporter; inhibition, % at 9 µM; 0.17% of 370,000 active; AID 651957, 2012;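 active = inhibition above the mean inhibition of all tested compounds plus 3 SD, set per campaign, cut at about 52% in these data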;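 also: 0% = DMSO treated cells and 100% = cells given Gossypol at 36 µM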
LMP1 NFkB inh: EBV LMP1-driven NF-kappaB luciferase reporter inhibitors, primary screen, cell-based, luminescence, single point; LMP1-induced NF-kappaB luciferase reporter cells; inhibition, % at 12.5 µM; 0.69% of 350,000 active; AID 504558, 2011; in the data active = inhibition above about 41%;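 also: 0% = neutral control wells and 100% = reference inhibitor control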
MC4R antag cAMP: MC4R antagonists of cAMP signaling, primary screen, cell-based, TR-FRET, antagonist arm of biased-ligand search; Melanocortin receptor 4 (Homo sapiens), P32245; MC4R-expressing cells, MTII-stimulated cAMP, LANCE TR-FRET; inhibition, % at 6.5 µM; 0.48% of 360,000 active;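 active = inhibition above its plate's cutoff, the mean of tested wells on that plate plus 3 SD, cut at about 29% in these data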;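 also: 0% = Melanotan II alone and 100% = Melanotan II plus saturating MCL0020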
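Material: human MC4R-expressing U2OS cells. Probe or stimulus: Melanotan II challenge. Dosing: 6.5 µM single dose. Times: 30-min compound, 1-h challenge, 1-h detection, room temperature. Technique: TR-FRET with Eu-cAMP and labeled anti-cAMP, 671 nm. Replication: singlicate.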
Numbers without * were called inactive; . = no result given. This is a subset; rates above refer to the full screens.

SMILES	NCOA1 inh	NR5A2 inv ag	MC4R barr agon	ABHD5 PLIN5 PPI	SRC3 inh	NOD2 RIPK2 PPI	TLR9-MyD88 block	NR2F2 inh	SRC2 inh	LMP1 NFkB inh	MC4R antag cAMP
Cc1ccc2c(cnn2C(=O)CCC(=O)NC2CCCCC2)c1	-6	-16	-1.8	2	7	-4	-3	5	9	-12	2
COc1ccc(/C=C2/SC(=S)N(CCC(=O)Nc3cccnc3)C2=O)cc1OC	8	-8	-1.7	8	6	3	1	-2	-38	-11	-1
N/C(=N\OC(=O)Cc1ccc(-c2ccccc2)cc1)c1cccnc1	8	29	-0.8	-3	12	-5	4	-3	-13	-1	6
Cc1ccc(C(=O)NCC(=O)NC2CC2)cc1	-15	-10	-2.0	2	15	-2	-6	19	-14	-1	8
COc1cc(NS(=O)(=O)c2ccc3c(c2)C(C)(C)C(=O)N3C)cc(OC)c1	8	5	-1.7	5	-4	-11	-6	1	-7	-11	8
COc1cccc(CNC(=O)C2CCCN(c3nc4ccccc4o3)C2)c1 (configuration not stated)	1	7	-0.3	2	18	7	-3	-3	17	-2	17
CC(CC(=O)NCc1ccc(Cl)cc1)c1ccccc1 (configuration not stated)	-14	-17	-0.9	0	-8	-1	-7	0	-62	7	-5
O=C(Nc1ccccc1)c1ccc2nsnc2c1	-24	-32	0.1	10	-25	-9	14	-9	-6	-3	6
CCOC(=O)C1=C(c2ccccc2)NC(=S)NC1c1ccc(C)c([N+](=O)[O-])c1 (configuration not stated)	17	13	0.5	-18	14	3	-1	6	15	0	4
Cc1ccc(NC(=O)c2cc(S(=O)(=O)NCC3CCCO3)ccc2F)cc1 (configuration not stated)	-4	-14	0.1	-14	-4	-5	-6	-9	2	0	3
Cn1c(=O)n(C)c2cc(S(=O)(=O)Nc3ccccc3)ccc21	-10	16	-0.3	-5	4	-1	0	-26	-19	3	-2
CCCOc1ccc(C2C(C(=O)c3ccc(C)o3)=C(O)C(=O)N2CCCn2ccnc2)cc1 (configuration not stated)	7	-13	-1.8	-1	-14	-5	-7	7	5	-6	27
C=CCn1c(O)c(N=NC(=O)c2ccc3c(c2)OCO3)c2ccccc21	-10	6	-0.7	-2	-7	-3	-7	11	16	-2	10
CCC(=O)N1CCCc2cc(S(=O)(=O)CCC(=O)Nc3ccccc3C)ccc21	-21	-2	-2.8	1	4	-2	9	1	-8	6	-1
CN(C)C(=O)N1CCC(C(=O)NCc2ccc(F)cc2)CC1	3	2	-0.6	6	9	-12	-8	-11	-19	4	8
COc1cc2c3c(c1OC)C(=O)CC3CCCC2 (configuration not stated)	6	-12	.	9	2	-16	.	-14	-9	.	.
NC(=O)c1ccsc1NC(=O)CS(=O)(=O)c1ccc(Cl)cc1	-18	-9	-0.9	-3	0	8	5	7	-8	4	16
COc1ccc(S(=O)(=O)Nc2nc3c(s2)C(=O)CC(C)(C)C3)cc1	3	22	1.2	14	-5	4	-5	-3	-20	-4	-6
CC(C)(C)c1csc(NNC(=O)c2ccc(Br)cc2)n1	-38	-39	0.1	-6	-18	2	4	2	9	-15	7
O=C(NCc1ccc2c(c1)OCO2)C1CCN(S(=O)(=O)c2ccc(F)cc2)CC1	7	10	-4.0	-1	-8	-3	-4	0	5	1	-1
CC(C)c1[nH]c(=O)c(C#N)c2c1COC(C)(C)C2	10	-13	-0.4	0	10	-1	0	14	15	2	-2
Cc1ccc(C2CC(c3cccc(NS(C)(=O)=O)c3)=NN2S(C)(=O)=O)cc1 (configuration not stated)	-17	-13	0.0	1	-8	0	-15	-4	-41	-6	13
O=C(Nc1sc2c(c1CN1CCOCC1)CCC2)c1ccc(F)cc1	-25	-35	5.5	-4	-4	-2	-2	3	-16	-12	4
CCn1cc(C(=O)NCC2CCCO2)c(=O)c2cc(S(=O)(=O)N(C)C3CCCCC3)ccc21 (configuration not stated)	6	13	0.4	5	15	8	-4	8	-19	10	9
O=C(Nc1cccc(S(=O)(=O)N2CCCC2)c1)c1ccc(Cl)nc1	8	32	-0.2	-8	2	-1	1	23	25	13	-3
Cc1ccc(/C=C2\CCOC2=O)cc1	-57	-23	-1.1	1	-33	-4	-10	-9	-45	9	16
Cc1ccc(-c2cn3cccnc3n2)cc1NC(=O)c1c(-c2ccccc2Cl)noc1C	-23	8	0.3	-5	-23	-2	3	8	-34	-15	4
CC1CCN(C(=O)COC(=O)c2cc(Cl)c3c(c2)OCO3)CC1	-45	-53	-0.2	0	-36	2	-10	10	-40	-4	4
Cc1ccc(S(=O)(=O)N2CCN(c3ncnc4sccc34)CC2)cc1	8	20	-0.7	0	15	1	1	50*	22	19	-4
Cc1cc(C(=O)NCCC2=CCCCC2)ccc1[N+](=O)[O-]	-66	-134	3.9	0	-59	-8	.	-58	-50	-44	5
CCc1ccc(OCCCC(=O)Nc2nnc(C3CCCO3)s2)cc1 (configuration not stated)	-15	-9	4.9	-4	17	-3	4	-3	6	3	16
O=C(N/N=C/c1ccncc1)C1CC1(c1ccccc1)c1ccccc1 (configuration not stated)	10	7	0.7	-2	-7	7	0	-12	12	3	1
Cc1ccc(N2C(N)=C(C#N)C(c3ccsc3)C3=C2CC(C)(C)CC3=O)cc1 (configuration not stated)	-5	9	0.4	0	-12	5	-1	5	1	-5	12
CC1=N/C(=C\c2ccc([N+](=O)[O-])cc2)C(=O)N1c1ccc(F)cc1F	-34	-9	0.2	7	-79	1	1	-7	-15	0	4
CN=c1scc(-c2cccs2)n1/N=C/c1ccccc1O	92*	98*	-0.9	-7	93*	6	26*	94*	88*	85*	11
Nc1nc2c(ncn2[C@@H]2O[C@H](CNS(=O)(=O)c3cccnc3)[C@@H](O)[C@H]2O)c(=O)[nH]1	14	-4	.	0	-3	0	.	2	-70	.	.
CC(C)c1csc(CN2CCC(CO)(Cc3cccc(F)c3)CC2)n1	-5	15	-1.1	-5	17	1	-10	16	12	-1	-3
CCOC(=O)C1(CCOc2ccccc2)CCN(Cc2cc(OC)cc(OC)c2)CC1	21	10	0.4	5	-4	-3	-9	43*	17	9	4
Cc1ccc(Nc2nc(-c3ccncc3)cs2)cc1	-104	-160	8.1	0	-68	-3	-4	-53	-21	-97	23
Cc1cccc(N2C(=O)C(Cl)=C(Nc3c(C)n(C)n(-c4ccccc4)c3=O)C2=O)c1C	8	-21	0.1	12	-4	-1	-3	-27	-8	3	14
O=C(Nc1ccncc1)c1sc2ccccc2c1Cl	-46	-102	1.0	3	-59	-2	10	-13	-8	-4	0
COc1ccc(NC(=O)C(=O)Nc2cccc3ccccc23)c(OC)c1	-20	-15	0.0	-3	-7	-4	-8	-14	-9	-3	1
Cc1cc(C)nc(NS(=O)(=O)c2ccc(N3Cc4ccccc4C3=O)cc2)n1	1	-5	-2.7	1	6	-4	-3	17	14	3	5
Cc1ccc2[nH]c(=O)c(CN(Cc3cccnc3)C(=S)NCCCN(C)C)cc2c1	-9	10	0.6	5	9	-3	0	0	0	1	10
CCCCOC(=O)C(C#N)c1nc2ccccc2nc1N1CCOCC1 (configuration not stated)	-2	-10	-0.2	0	8	-21	-16	-4	-8	10	10
O=[N+]([O-])c1ccc2c(c1)CCN2	12	-14	0.8	3	-5	10	19	-11	-15	0	-7
CCN1CCN(C(=O)Cn2ncc3c([nH]c4ccccc43)c2=O)CC1	-8	26	-0.3	-4	7	-16	0	7	14	0	1
Cc1ccc(C)c(N2CCN(CCN3CCCCC3)CC2)c1	6	9	-1.6	2	-7	-7	-2	5	3	-6	13
O=C1OCCN1C(=O)[C@H]1[C@H](c2ccc([N+](=O)[O-])cc2)C(c2ccc(F)cc2)=NN1c1ccc(Br)cc1	-13	-8	-1.5	4	-3	-14	4	2	-1	-15	20
Cc1nn(-c2ccccc2)c2c1C(c1ccc(Br)s1)C(C#N)=C(N)O2 (configuration not stated)	-18	-3	-1.4	-3	6	-4	8	.	.	1	-4
O=C(CCSCCc1ccncc1)NCCCN1CCOCC1	-8	-11	-1.9	1	10	-9	-1	4	3	6	7
COc1ccccc1N1CCN(C(=O)COc2ccc(Cl)cc2)CC1	2	-12	-1.4	-2	2	-9	8	1	2	-33	4
COc1cccc(-n2c(CNc3ccc(F)cc3)nnc2SCC(N)=O)c1	-5	7	-1.4	8	23	-9	-10	2	-7	-17	0
CC(=O)c1c(C)[nH]c(C(=O)OCC(=O)N2CCN(S(=O)(=O)c3ccc(C)cc3)CC2)c1C	8	17	-2.5	4	11	-7	-10	11	10	-6	4
Cc1cccn2c(=O)c(C(=O)NC3CCCCC3C)c(O)nc12 (configuration not stated)	-14	-55	6.2	7	-2	-4	-3	0	4	-10	0
Cc1ccccc1NC(=O)NCc1cccnc1	-43	-7	-1.3	12	7	-14	-13	8	-30	-2	15
O=C(Cc1ccc(Cl)cc1)Nc1ccc(Br)cc1	-35	-28	1.8	-5	-12	0	-4	-8	-23	-10	1
Cc1ccc(CCNS(=O)(=O)c2ccc3c(c2)NC(=O)C(C)C(=O)N3)cc1 (configuration not stated)	8	-4	-0.9	-1	0	-4	5	1	3	-6	8
CCOc1ccccc1NC(=O)CSc1nnc2ccc(-c3ccccn3)nn12	-6	24	4.4	-8	-22	-6	5	-6	-4	-7	-3
COc1ccc(-c2csc(C(O)c3ccc(OC)cc3)n2)cc1 (configuration not stated)	0	17	0.3	-1	4	-11	.	17	-33	.	-3
CC1CCC(NS(=O)(=O)c2ccc(N3CCCC3=O)cc2)CC1 (configuration not stated)	1	5	1.1	-2	-30	-4	4	15	-10	3	-5
